# From PubChem BioAssay
# proCasp7 act: procaspase-7 activators, primary screen, counter-screen for procaspase-3 activator project, biochemical, absorbance, HTS, human | hit rate 0.093% among 330,000 | AID 463210, 2010 | recombinant procaspase-7, Ac-DEVD-pNA absorbance 405 nm; D23A/D198A/D206A triple mutant, cannot self-cleave; scale: DMSO 0, 5 µM enzyme 100 | activation, % at 8.5 µM | Caspase-7 (Homo sapiens), P55210;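 active means percent activation above the screen-wide mean plus 3 SD, cut at about 25% in these data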
#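 System: Procaspase-7 triple mutant (PC-7 D3A); measure: % activation from two-timepoint absorbance difference, scaled to controls; times: 1 h compound preincubation, 2 h substrate cleavage, 25 °C; also added: Ac-DEVD-pNA substrate, 400 µM as added; measured by: Epi-absorbance of released pNA at 405 nm, two timepoints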
# PP1 inh: PP1-alpha phosphatase inhibitors, primary screen, counter-screen for PP5 inhibitor project, biochemical, fluorescence, OMFP substrate, single point. Serine/threonine-protein phosphatase PP1-alpha catalytic subunit (Homo sapiens), P62136. purified PP1alpha. inhibition, % at 6.7 µM. hit rate 0.9% among 320,000. AID 2235, 2010;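 active means inhibition above the mean inhibition of all tested compounds plus 3 SD, computed separately for each screening campaign, cut at about 15% in these data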
# procasp3 activ: activators of human procaspase-3 D3A mutant, primary screen, biochemical, absorbance, PC-3 D3A mutant, single concentration. recombinant procaspase-3 D3A, Ac-DEVD-pNA absorbance 405 nm. hit rate 0.11% among 330,000. Caspase-3 (Homo sapiens), P42574. activation, % at 8.5 µM;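 active means activation above the mean of all tested compounds plus 3 SD, cut at about 21% in these data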;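 further: 0% = DMSO alone and 100% = DMSO wells spiked with extra 5 µM PC-3 D3A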
#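 material = Procaspase-3 D3A mutant | probe or stimulus = Ac-DEVD-pNA | compound = single dose, 8.5 µM nominal compound, 0.8% DMSO | timing = 1 h preincubation, 2 h reaction | measured by = 405 nm absorbance of p-nitroaniline, reads at 0 and 120 min | benchmarks = DMSO-only low control, 5 µM PC-3 D3A high control | repeats = singlicate, each compound tested once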
# PAFAH2 FP inh: PAFAH2 enzyme inhibitors, primary screen, biochemical, fluorescence polarization, human; Platelet-activating factor acetylhydrolase 2, cytoplasmic (Homo sapiens), Q99487; recombinant PAFAH2, FP-rhodamine activity probe; inhibition, % at 3.39 µM; hit rate 0.99% among 340,000; AID 492956, 2010;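 active means inhibition above the mean over all tested compounds plus 3 SD, cut at about 30% in these data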;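 further: inhibitors block probe labeling of enzyme so polarization drops; 0% = enzyme with DMSO and 100% = wells lacking PAFAH2 protein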
# PP5 primary: PP5 phosphatase inhibitors, primary screen, biochemical, fluorescence. Serine/threonine-protein phosphatase 5 (Homo sapiens), P53041. purified PP5c, OMFP substrate fluorescence. hit rate 0.18% among 320,000. inhibition, % at 6.7 µM;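 active means inhibition above the campaign's mean inhibition across all tested compounds plus 3 SD, cut at about 9.5% in these data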;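 further: 0% = DMSO only and 100% = 100 µM cantharidin control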
# TPT1 inhibitor: Candida albicans TPT1 enzyme inhibitors, primary screen, biochemical, fluorescence polarization | recombinant caTPT1, FP RNA substrate dephosphorylation | hit rate 0.81% among 300,000 | inhibition, % at 5 µM | tRNA 2'-phosphotransferase TPT1 (Candida albicans SC5314);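 active means inhibition above the mean of all tested compounds plus 3 SD, set per screening campaign, cut at about 24% in these data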;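 further: plate controls were DMSO alone for no effect and ferristatin control at 100 nM for full effect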
# core dimer inh: inhibitors of HCV core protein dimerization, primary screen, biochemical, TR-FRET, high-throughput; TR-FRET GST/Flag-core106 dimerization, 1536-well; inhibition, % at 5 µM; hit rate 0.33% among 300,000;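 active means inhibition above the mean of all tested compounds plus 3 SD, set per screening campaign, cut at about 45% in these data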
#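 test system = GST/Flag-tagged HCV core106 proteins | probe or stimulus = Eu donor and XL665 acceptor anti-tag antibodies | times = compound-protein-antibody incubation 4 h at 22.5 °C | signal = TR-FRET, excitation 340 nm, emission 617 and 671 nm | measure = percent inhibition of core106 dimerization signal | controls = wells lacking GST-core106 and wells with excess unlabelled core106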
# CTSL1 counter: Fasciola hepatica cathepsin L1 inhibitors, primary screen, counter-screen for PFM18AAP inhibitor project, biochemical, QFRET, fluorogenic peptide substrate; recombinant F. hepatica cathepsin L1, Z-Leu-Arg-MCA fluorescence; inhibition, % at 5.96 µM; hit rate 0.49% among 300,000; AID 1906, 2009;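 active means inhibition above the mean of all tested compounds plus 3 SD, set per screening campaign, cut at about 17% in these data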;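 further: 0% = plate median of test compound wells and 100% = 1 µM Z-Phe-Ala-diazomethylketone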
# AHR activator: AHR activators, primary screen, cell-based, luminescence, luciferase reporter, human | activation, % at 5 µM | hit rate 2.5% among 320,000 | Aryl hydrocarbon receptor (Homo sapiens), P35869 | AHR-responsive luciferase reporter cells | AID 2796, 2010; in the data active means activation above about 47%;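 further: 0% = vehicle wells and 100% = reference agonist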
# Target sequence (P35869 whole entry, looked up): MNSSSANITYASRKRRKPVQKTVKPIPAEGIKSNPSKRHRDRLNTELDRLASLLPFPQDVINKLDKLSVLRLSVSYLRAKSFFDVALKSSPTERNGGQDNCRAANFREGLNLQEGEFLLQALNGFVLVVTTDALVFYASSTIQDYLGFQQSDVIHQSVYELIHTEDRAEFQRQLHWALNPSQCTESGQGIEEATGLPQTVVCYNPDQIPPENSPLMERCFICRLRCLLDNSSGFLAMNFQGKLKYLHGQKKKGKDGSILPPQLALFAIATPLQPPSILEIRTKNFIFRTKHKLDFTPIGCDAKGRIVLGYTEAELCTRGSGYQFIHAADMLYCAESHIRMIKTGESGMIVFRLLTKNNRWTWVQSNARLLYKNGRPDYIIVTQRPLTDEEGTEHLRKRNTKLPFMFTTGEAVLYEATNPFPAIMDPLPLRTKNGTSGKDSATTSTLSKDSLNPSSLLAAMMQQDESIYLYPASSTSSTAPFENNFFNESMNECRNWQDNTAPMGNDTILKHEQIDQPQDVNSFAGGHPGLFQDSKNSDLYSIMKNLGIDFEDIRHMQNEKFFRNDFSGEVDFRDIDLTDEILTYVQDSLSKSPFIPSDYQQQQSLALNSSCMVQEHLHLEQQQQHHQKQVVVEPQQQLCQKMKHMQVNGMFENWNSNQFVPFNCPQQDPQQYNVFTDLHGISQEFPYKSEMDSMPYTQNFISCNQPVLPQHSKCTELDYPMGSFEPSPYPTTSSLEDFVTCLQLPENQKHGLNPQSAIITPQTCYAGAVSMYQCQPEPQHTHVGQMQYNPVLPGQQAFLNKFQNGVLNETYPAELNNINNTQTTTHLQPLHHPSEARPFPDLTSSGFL
# * hit, by the source's call; x = no result given. Rows are unselected; 5.6% or so of the library scored in one or more.
SMILES,proCasp7 act,PP1 inh,procasp3 activ,PAFAH2 FP inh,PP5 primary,TPT1 inhibitor,core dimer inh,CTSL1 counter,AHR activator
NC(=O)c1nsc(C(=O)N(c2ccccc2)C(C(=O)NCc2ccc(F)cc2)c2ccco2)c1N (stereo unspecified),-48.9,5.4,-143.3,6.5,3.3,-3.2,-0.2,-2.6,2.4
CCC1CC(/C(C)=N/NC(N)=O)OC1=O (stereo unspecified),-2.8,-4.9,-1.9,1.6,3.3,0.7,-1.1,2.2,2.0
Cc1cc(Br)cc(C)c1NC(=S)NC(=O)CC(C)C,8.5,-0.6,2.7,14.9,4.0,2.5,-6.4,1.8,0.0
CC(C)CNC(=O)CC(c1ccccc1)c1ccccc1,11.9,-3.3,4.1,14.7,3.2,7.4,-2.5,-0.8,0.4
c1ccc(Cc2nnc(N3CCCCC3)c3ccccc23)cc1,2.8,0.9,-2.1,0.3,4.5,-1.5,14.4,14.2,0.8
COc1cc2c(=O)n(CCC(=O)NCC3CCCO3)c(=O)n(CC(=O)Nc3ccc(C)c(C)c3)c2cc1OC (stereo unspecified),-7.3,1.1,2.6,-1.4,-7.4,-4.9,-9.1,4.2,5.9
O=C(NC1CCCCC1)C(=O)c1c(-c2ccccc2)[nH]c2ccccc12,7.0,-3.9,-3.4,-0.7,1.9,-0.1,-0.8,5.8,2.7
CCCN(CCC)CCCNc1ccc(C(=O)Nc2cccc(OC)c2)cc1[N+](=O)[O-],10.6,4.8,-2.1,1.2,2.4,0.3,0.7,1.4,0.0
CCc1ccc(N2C(=O)C3C4CCC(C4=C(C)C)C3C2=O)cc1 (stereo unspecified),2.0,-3.7,6.2,0.9,0.3,-0.3,5.7,8.8,1.8
Cc1cccc(C2NC(=O)c3c(sc(C)c3C)N2)c1O (stereo unspecified),-29.6,1.9,-19.1,3.5,-0.5,0.6,-3.7,2.3,22.9
CC(=O)Cc1nsc(NC(=O)c2ccc(-c3ccc(Cl)c(Cl)c3)o2)n1,-2.3,-5.0,0.6,-11.7,0.0,-1.8,11.4,3.0,5.9
COC(=O)c1ccc(Cn2nc(-c3ccccc3)ccc2=O)cc1,8.9,-0.8,3.3,7.2,2.7,1.9,1.7,2.7,0.2

# Some of these compounds in order of their number in core dimer inh, largest number first:
mol | core dimer inh
COC(=O)c1ccc(Cn2nc(-c3ccccc3)ccc2=O)cc1 | 1.7
CCC1CC(/C(C)=N/NC(N)=O)OC1=O (stereo unspecified) | -1.1
COc1cc2c(=O)n(CCC(=O)NCC3CCCO3)c(=O)n(CC(=O)Nc3ccc(C)c(C)c3)c2cc1OC (stereo unspecified) | -9.1

# (continued)
SMILES,proCasp7 act,PP1 inh,procasp3 activ,PAFAH2 FP inh,PP5 primary,TPT1 inhibitor,core dimer inh,CTSL1 counter,AHR activator
O=C(CSc1nc2c(cnn2-c2ccccc2)c(=O)[nH]1)c1ccc(Cl)cc1,-2.4,1.1,-6.5,6.8,1.1,-4.5,22.2,1.0,1.2
O=c1cc(O)nc(SCc2ccc(Cl)cc2)[nH]1,5.4,7.8,-2.1,-1.8,1.3,-0.8,7.7,0.8,2.7
CCCCNCc1cc(Cl)c(OCCC)c(OCC)c1,4.4,-0.7,0.3,-0.8,0.1,0.4,-5.2,-2.3,-2.0
O=C(OC1CCOC1=O)c1ccc2ccccc2n1 (stereo unspecified),-1.2,1.2,-2.0,-0.5,0.6,-3.9,-5.0,-2.5,4.6
CCC1(c2ccccc2)NC(=O)N(CC(=O)Nc2cc(S(=O)(=O)N3CCCCC3)ccc2OC(C)C)C1=O (stereo unspecified),10.2,18.3*,-0.6,4.4,0.3,-3.0,2.2,1.1,4.4
Cc1ccc(C(=O)NCCc2c[nH]c3ccccc23)s1,9.9,-7.5,1.1,7.4,-0.5,-3.2,-4.1,-3.9,14.5
O=C1Nc2ccccc2/C1=N\N=C\C1=C(N2CCOCC2)C(=C\c2ccccc2)/CC1,-15.4,-7.5,-4.1,15.0,0.4,9.6,5.8,-0.6,10.0
Cc1ccc(O)c(C(=O)c2coc(=N)c(C(=O)NC(C)C)c2)c1,11.4,-1.0,-0.7,-2.7,-1.1,0.5,1.2,-0.8,-0.1
O=c1[nH]c2cc(NCCO)c([N+](=O)[O-])cc2[nH]1,-10.2,8.0,-1.9,-4.2,-1.4,-3.5,-12.5,7.6,6.5
CC(=O)c1cc(Cl)ccc1OC(=O)c1ccco1,-7.0,-1.3,-0.6,-2.8,-1.4,-0.4,-0.1,1.1,16.2
COC(=O)C1=C(C)NC(=S)NC1c1ccc(OC(=O)c2ccco2)cc1 (stereo unspecified),6.8,-5.5,4.7,-0.2,-1.6,-1.8,5.1,-12.0,0.8
CCN1C(=O)C(CC(=O)Nc2ccc(OC)cc2)N(Cc2ccc3c(c2)OCO3)C1=S (stereo unspecified),-3.1,2.0,2.3,-6.7,1.5,-1.1,5.7,-3.9,21.7
C[C@@H](C(=O)NCc1ccc(S(C)(=O)=O)cc1)[C@@H]1C[C@@]1(C)[C@@H](NC(=O)OCc1ccccc1)c1ccccc1,-0.9,0.8,1.1,3.3,3.7,-3.0,14.1,-2.6,-2.0
C/C(=N\NC(=O)CCC(=O)O)c1c(-c2ccccc2)c2cc(Br)ccc2[nH]c1=O,7.0,-1.2,-5.0,6.3,-2.3,1.2,1.2,-2.7,0.6
Cc1ccc(CNS(=O)(=O)c2c(C)n(C)c(=O)n(C)c2=O)cc1,6.5,-1.9,7.5,5.0,2.2,-1.3,0.1,-1.7,0.8
CCCCn1c(N)c(N(CCOC)C(=O)C2CCN(S(=O)(=O)c3ccc(Cl)cc3)CC2)c(=O)[nH]c1=O,8.5,-3.9,-2.2,7.6,2.4,1.1,2.4,4.4,-0.5
Cc1ccccc1-n1cnc2cc(NCc3cccs3)ccc21,-1.7,2.1,-0.7,3.8,3.6,1.5,-0.8,0.8,-0.5
CC(C)C[C@H](NC(=O)[C@H](Cc1ccccc1)n1c(=O)[nH]c2ccccc2c1=O)C(=O)N1CCC[C@@H]1C(=O)O,13.2,0.9,-1.2,0.0,4.4,0.1,-7.2,-0.6,2.4
CCCNC(=O)COC(=O)c1cc(SC)ccc1Cl,-1.3,-4.8,-1.5,8.5,2.6,-3.5,-0.6,-5.0,-6.2
CSc1nsc(SCC(=O)Nc2ccccc2)n1,3.1,-5.7,-8.9,5.1,1.6,-0.6,8.1,-4.1,3.7
O=C(Oc1ccc(N(Cc2cccs2)C2=NS(=O)(=O)c3ccccc32)cc1)c1ccccc1,8.1,-4.8,5.9,-7.4,-2.3,-0.6,3.5,0.5,1.6
Cc1ccc(-c2cc(-c3ccc4c(c3)OCO4)c(C#N)c(N)n2)o1,-0.4,2.1,3.0,-8.2,2.0,5.0,11.1,-0.7,75.2*
N#Cc1nc(-c2ccccc2)oc1NCCN1CCCCC1,10.2,-1.6,5.3,-5.4,0.4,1.0,2.5,-1.5,9.9
O=C(NCc1cccnc1)C1c2ccccc2C(=O)N1Cc1ccco1 (stereo unspecified),-7.9,-4.3,-3.8,3.3,-0.4,-2.2,-4.3,1.1,1.3
CC(CC(=O)OCC(=O)Nc1ccc2[nH]c(=O)[nH]c2c1)c1ccccc1 (stereo unspecified),-13.2,3.9,-9.8,5.1,0.8,x,x,x,1.5
Cc1ccc[n+](CC(=O)Nc2cc(C(F)(F)F)ccc2N2CCOCC2)c1,0.0,1.4,-6.2,7.4,1.6,-3.2,5.7,-1.0,-1.4
O=C(NCc1ccccc1F)c1ccc(S(=O)(=O)Nc2cccc(C(F)(F)F)c2)cc1,-1.3,1.9,5.8,-7.1,1.1,-1.0,7.0,3.9,-2.2
CC(C)CCNC(=O)CN(C(=O)CCC(=O)Nc1nccs1)c1ccc2c(c1)OCCO2,3.2,2.8,-4.0,15.0,3.2,-2.0,-7.4,-1.4,-2.4
Nc1ccc(O)cc1C(=O)OCC(=O)C12CC3CC(CC(C3)C1)C2,-3.3,4.4,-3.9,86.2*,2.6,4.8,29.1,1.8,2.8
COc1cccc(N(C(=O)c2snc(C(N)=O)c2N)C(C(=O)NCC2CCCO2)c2c[nH]c3ccccc23)c1 (stereo unspecified),0.6,-3.1,3.0,-0.3,1.0,1.3,2.4,4.0,28.4
C/C(=N\NC(=S)NC1CCCCC1)c1cccc(C(F)(F)F)c1,3.3,-0.1,3.7,2.9,-1.5,-0.4,1.2,3.7,3.7
O=C(Nc1cccnc1)C1CCCN1S(=O)(=O)c1ccc(Cl)c(Cl)c1 (stereo unspecified),-9.9,-3.0,2.9,9.8,1.6,0.7,1.5,0.7,-1.4
CCCCN1C(Nc2ccccc2)=NC[C@@H]1CC(C)C,-7.5,1.6,-2.4,-2.1,-8.9,1.1,-12.9,9.1,12.5
COc1ccc(NC(=O)COC(=O)CC2CCCCC2)cc1,5.6,-2.8,1.8,47.8*,1.1,x,x,x,1.0
CCN(CC)c1ccc(NC(=O)C2CC3CCC2C3)cc1 (stereo unspecified),-4.2,1.9,-1.1,3.3,1.1,-1.2,-12.8,-0.1,1.5
O=C(NCc1ccccc1Cl)NC(=O)c1csc([N+](=O)[O-])c1,6.4,-2.8,-1.5,7.7,-3.3,-0.3,3.0,1.4,-1.2
CC(C(=O)Nc1ccccc1C(=O)N1CCCC1)n1nnc2ccccc21 (stereo unspecified),-0.4,1.9,4.4,-8.1,0.0,-3.7,4.7,-1.3,13.0
CCc1nn(CCCC(=O)N(C)Cc2ccccc2)c(=O)c2cc3occc3n12,10.9,-0.9,-2.9,4.0,1.0,2.5,-3.1,0.6,0.1
CC(C)OC(=O)/C(C#N)=C\c1cccnc1,4.4,-1.0,5.2,8.2,-1.7,0.7,-5.7,1.2,0.4
COc1ccc(C)cc1COC(=O)c1[nH]c(C)c(C(C)=O)c1C,0.7,3.8,-0.7,5.3,2.9,1.5,3.6,-1.7,39.3
CCC(C)(C)NC(=O)CN(CC1CCCO1)C(=O)CNS(=O)(=O)c1ccccc1 (stereo unspecified),-9.2,-2.2,-4.5,3.2,2.5,-0.7,-19.1,-3.2,0.6
